# Screening results as filed in PubChem BioAssay.
# All columns: NCI-60 one-dose screen, growth in % after 48 h at 10 µM unless noted; 100 = growth as untreated, 0 = no growth, -100 = all killed.
# MALME-3M: MALME-3M melanoma. 78,000 compounds, 5.8% hits
# SK-MEL-5: SK-MEL-5 melanoma | 80,000 compounds, 6.4% hits
# SK-MEL-2: SK-MEL-2 melanoma | 77,000 compounds, 4.7% hits | AID 1794763
# UACC-62: UACC-62 melanoma. 81,000 compounds, 5.4% hits
# A549/ATCC: A549/ATCC NSCLC; 81,000 compounds, 3.7% hits; AID 1794740
# UACC-257: UACC-257 melanoma; AID 1794764; 78,000 compounds, 4.4% hits
# M14: M14 melanoma; 80,000 compounds, 6.2% hits
# EKVX: EKVX NSCLC. 71,000 compounds, 3% hits
# * = called active by the depositor; x = not tested or not shown; & = joins results of further samples. Rule for the calls: active = growth percent below 10; inactive = the rest.
SMILES,MALME-3M,SK-MEL-5,SK-MEL-2,UACC-62,A549/ATCC,UACC-257,M14,EKVX
O=C(O/N=C(\Cn1cncn1)c1ccc(Cl)cc1)c1ccc(Cl)cc1Cl,103.9,98.4,101.6,88.7,91.3,89.5,102.1,102.1
Cc1cc2nc3c4cc(Br)c(Br)c(Br)c4n(CCN(C)C)c3nc2cc1C,87.8,98.5,98.4,94.4,94.5,94.6,92.4,88.4
CC[n+]1ccc(Nc2ccc(NC(=O)c3ccc(Nc4cc[n+](CC)c5ccc(N)cc45)cc3)cc2)cc1,74.8,94.0,113.8,x,85.4,115.7,89.0,x
O=S(=O)(c1cnc2c(c1)Oc1ccccc1-c1cc(CN3CCCC3)nn1-2)N1CCCC1,107.5,95.1,120.6,98.0,92.0,105.3,105.7,99.2
N#Cc1cnc2ccc(NCc3cnc[nH]3)cc2c1Nc1ccc(F)c(Cl)c1,110.2,87.5,32.5,83.0,70.9,84.3,72.1,x
CCOC(=O)Nc1nnc(Sc2nc3c(c(=O)n(C)c(=O)n3C)n2CC)s1,93.9,95.9,97.3,94.2,104.0,103.5,90.0,99.2
CCOC(=O)C1=C(c2ccccc2)N=C2SC=C(c3ccc(Cl)cc3)N2C1c1ccc(Cl)cc1 (stereo unspecified),87.2,54.7,98.2,66.4,77.0,64.9,82.8,69.9
O=c1[nH]c2sc3c(c2c(=O)n1-c1ccc(Cl)cc1)CCC3,97.7,102.5,x,102.2,106.6,111.4,103.9,x
Cc1ccc2c(c1)c(-c1nc(-c3cn(C)c4ncccc34)cs1)cn2C,x,100.7,99.1,92.5,101.8,116.0,104.6,105.9
Cn1cncc1CC1COC(=O)C1C(O)c1ccccc1 (stereo unspecified),97.2,101.0,90.1,98.4,99.0,92.3,97.7,101.3
Cc1[nH]nc2ccc(-c3nc4cnc(N5CCN(C)CC5)cn4c3Nc3cccc(F)c3)cc12,59.3,74.7,90.8,57.0,72.3,72.9,x,63.3
CC1OC(n2c3ccccc3c3c4c(c5c6ccccc6[nH]c5c32)C(=O)N(CCN2CCCC2)C4=O)CC(O)C1O (stereo unspecified),72.3,61.3,86.5,67.7,15.3,84.5,38.6,57.0
Cc1ccccc1C(=O)Nc1ccc(Cl)cc1Cl,92.8,105.1,101.6,x,84.4,x,100.9,70.9
Cc1ccc(NC(=O)Cc2ccc(/C=C/C(=O)c3ncc[nH]3)cc2)cc1,96.3,73.9,108.7,66.2,62.1,83.4,82.5,82.4
COc1ccc(Nc2ccnc(N3CCN(c4ccnc5cc(Cl)ccc45)CC3)n2)cc1,5.6*,-55.1*,-19.3*,-4.1*,7.4*,-1.3*,-13.3*,x
CS(=O)(=O)c1cccc(-c2ccc3ncc(-c4ccc(S(=O)(=O)CCCN)cc4)n3n2)c1,109.1,x,104.1,100.1,96.9,93.4,98.6,107.6
Nc1ccccc1SSc1ccccc1N,116.1&89.9&170.6,97.9&110.6,95.1&91.9&110.6,98.0&90.4&94.0,92.3&103.2&101.5,81.3&98.7&71.7,98.4&84.4&103.8,96.9&102.8&121.8
Clc1ccc2oc3c(NCCCN4CCOCC4)c4ccccc4nc3c2c1,24.1,44.2,56.8,40.0,25.1,50.5,31.8,37.9
Nc1ccc(N=Nc2ccccc2)c(N)n1,160.5&111.0,112.9&88.4&100.6,120.6&92.8&101.9,107.2&97.0,100.1&95.0&98.5,98.9&108.1&111.8,118.5&105.8&110.8,83.5&99.3
COc1cc(OCc2cccc(-c3ccccc3)c2C)cc(OC)c1CN1CCCC[C@H]1C(=O)O,104.9,94.6,110.1,93.8,92.3,95.6,96.6,95.3

# In the list so far, 4 contain a carbonyl joined to an NH by a bond outside any ring:
SMILES,MALME-3M,SK-MEL-5,SK-MEL-2,UACC-62,A549/ATCC,UACC-257,M14,EKVX
CC[n+]1ccc(Nc2ccc(NC(=O)c3ccc(Nc4cc[n+](CC)c5ccc(N)cc45)cc3)cc2)cc1,74.8,94.0,113.8,x,85.4,115.7,89.0,x
CCOC(=O)Nc1nnc(Sc2nc3c(c(=O)n(C)c(=O)n3C)n2CC)s1,93.9,95.9,97.3,94.2,104.0,103.5,90.0,99.2
Cc1ccccc1C(=O)Nc1ccc(Cl)cc1Cl,92.8,105.1,101.6,x,84.4,x,100.9,70.9
Cc1ccc(NC(=O)Cc2ccc(/C=C/C(=O)c3ncc[nH]3)cc2)cc1,96.3,73.9,108.7,66.2,62.1,83.4,82.5,82.4

# Additional entries follow:
SMILES,MALME-3M,SK-MEL-5,SK-MEL-2,UACC-62,A549/ATCC,UACC-257,M14,EKVX
COc1ccc(-c2nc3c(C)cccn3c2C(C)=O)cc1,84.3,101.2,100.1,98.2,85.9,109.8,99.0,89.8
Clc1cc(Cl)cc(N2N=C(c3ccc4c(c3)OCO4)CC2c2sc(Cl)nc2Cl)c1 (stereo unspecified),100.6,101.5,105.5,93.1,102.9,103.5,104.4,88.0
Cc1ccc2nc(-c3ccc(C(=O)N/N=C\c4ccc(F)cc4)cc3)[nH]c2c1,105.3,100.5,110.9,95.5,105.6,114.5,103.3,106.1
O=C(O)c1ccc(-n2cc(CNc3ccc(C(F)(F)F)cc3)c(-c3ccc(F)cc3)n2)cc1,92.6,81.8,110.6,89.8,76.6,107.9,90.7,88.3
COc1cc(/C=N/c2cc(C(C)(C)C)nn2-c2ccccc2)cc(OC)c1OC,149.5,98.3,94.6,75.0,107.7,103.2,111.2,98.7
O=C(NCc1ccc(Cl)cc1Cl)C1CCC(=O)N1c1nccs1 (stereo unspecified),96.5,97.5,96.5,88.8,90.1,96.7,104.8,101.3
O=C(Nc1ccc(OCc2ccc(Br)cc2)cc1)c1ccc2nc(NS(=O)(=O)c3ccc4ccccc4c3)sc2c1,89.0,91.8,92.6,92.6,86.0,99.2,96.0,92.0
Cc1nc(N)c(Br)c(C)c1Br,103.7,101.2,109.3,101.0,106.8,107.8,113.2,98.5
CCOC(=O)CNC(=O)CCC(NS(=O)(=O)c1ccc(C)cc1)C(=O)O (stereo unspecified),95.7,100.3,93.1,100.6,85.6,85.1,101.6,95.5
CCNC(=S)N(Cc1ccccc1)Cc1ccccc1,104.8,100.8,98.6,91.7,98.4,98.7,108.1,93.1
C/C(CN1CCCCC1)=N\O,139.8,x,113.7,94.9,102.2,104.8,95.4,103.7
CSc1ccc(N)cc1,111.2,108.0,109.2,105.9,106.5,96.3,97.8,99.8
Cc1nnc2n1N=C(c1ccc(Cl)cc1)CS2,101.6,98.7,111.1,89.4,100.5,104.6,104.0,94.0
Cc1cc2nc3c4ccccc4n(CCO)c3nc2cc1C,37.8,81.6,101.2,73.8,97.6,91.7,84.6,84.5
C=C1[C@]2(C)CC3[C@@]4(C)CC[C@H](O)C(C)(C)C4CC[C@@]3(C)[C@@]1(C(=O)OC)CC(C)C2=O (stereo partly specified),103.0,102.5,95.7,74.3,91.4,100.7,101.8,99.0
CCOC(=O)c1[nH]c(C)c2c1CCc1cnc(N)nc1-2,136.2,107.7,120.9,92.9,104.2,126.3,106.5,92.3
COc1cc2c(cc1OC)N(CCO)C1=C(C(=O)OC1)C2c1cccc(Br)c1 (stereo unspecified),x,82.2,x,75.7,94.3,91.4,84.4,95.9
FC(F)(F)c1ccc2c(c1)C(c1cncnc1)=C1CCCN3Cc4ccccc4C123 (stereo unspecified),91.2,99.0,108.8,90.8,101.4,106.2,96.8,103.5
COc1ccc(NC(=O)c2ccc(C(=O)Nc3ccc(OC)cc3OC)cc2)c(OC)c1,84.5,96.7,80.4,73.8,85.0,90.6,79.8,73.7
COc1cc(CNC(=O)CCCC/C=C/C(C)C)ccc1OCc1cn(-c2cccc(Cl)c2)nn1,98.6,91.2,86.7,75.0,82.9,90.1,94.1,80.8

# Copied from the list.
# SK-MEL-5 with Cc1cc2nc3c4ccccc4n(CCO)c3nc2cc1C : 81.6
# M14 with FC(F)(F)c1ccc2c(c1)C(c1cncnc1)=C1CCCN3Cc4ccccc4C123 (stereo unspecified) : 96.8
# A549/ATCC with C=C1[C@]2(C)CC3[C@@]4(C)CC[C@H](O)C(C)(C)C4CC[C@@]3(C)[C@@]1(C(=O)OC)CC(C)C2=O (stereo partly specified) : 91.4
# EKVX with CSc1ccc(N)cc1 : 99.8
# MALME-3M with COc1cc(CNC(=O)CCCC/C=C/C(C)C)ccc1OCc1cn(-c2cccc(Cl)c2)nn1 : 98.6
# SK-MEL-5 with COc1cc2c(cc1OC)N(CCO)C1=C(C(=O)OC1)C2c1cccc(Br)c1 (stereo unspecified) : 82.2
# M14 with C/C(CN1CCCCC1)=N\O : 95.4

# Next results.
SMILES,MALME-3M,SK-MEL-5,SK-MEL-2,UACC-62,A549/ATCC,UACC-257,M14,EKVX
COc1ccc(C2CC(n3nnnc3-c3ccccc3)=NN2)cc1Br (stereo unspecified),104.0,95.1,117.1,90.7,97.3,124.3,99.5,x
CC(=O)OCC1CCCN1C(C)=O (stereo unspecified),107.2,106.1,107.2,102.2,105.0,107.4,99.1,114.6
CCn1cc(C(=O)NNC(=S)Nc2ccc(Cl)cc2)c(=O)c2ccc(C)nc21,103.5,102.8,111.6,80.1,93.0,95.7,111.8,104.4
COc1ccc([C@H]2[C@H](C(=O)Nc3cc(C)cc(C)c3)c3ccccc3C(=O)N2c2ccc(OC)cc2)cc1,89.3,86.2,60.4,81.3,56.7,x,78.8,93.9
OC1(C#CC#CC2(O)CCCCC2)CCCCC1,97.5,100.2,71.1,93.0,73.5,79.4,103.9,107.9
COc1ccc(Nc2ncccc2C(=O)Nc2nc3ccc(F)cc3s2)cc1,65.0,75.3,102.3,62.6,75.6,99.7,98.3,63.1
COc1ccc(-c2csc(NC(=O)CSc3nc(-c4ccc(Cl)cc4)c(C#N)c(=O)[nH]3)n2)cc1,111.5,95.8,94.5,91.0,96.7,101.7,87.3,100.0
CN=C(NC)c1ccc(NC(=O)c2ccc(C(=O)Nc3ccc(C(=NC)NC)cc3)c(Cl)c2)cc1,104.3,81.3,97.9,89.8,101.0,106.5,107.6,84.1
O=C(n1ccc2cc(OS(=O)(=O)c3ccc(C(F)(F)F)cc3)ccc21)C12CC3CC(CC(C3)C1)C2,87.5,103.6,104.1,82.8,92.9,92.4,95.2,97.7
O=C(N/N=C/c1ccc([N+](=O)[O-])cc1)c1ccccc1Nc1cccc(C(F)(F)F)c1,x,83.1,80.9,90.8,x,95.5,86.4,92.4
Cc1c(C(=O)O)nnn1CC(N)=O,103.6,106.8,88.4,105.2,93.7,98.1,x,102.9
COc1cc(/C=N/NC(=O)c2ccccc2Nc2cccc(C(F)(F)F)c2)ccc1O,105.7,58.8,136.1,78.7,100.4,23.8,73.9,79.5
CC1=CC(Cc2ccccc2)N(C)C(C(N)=O)C1 (stereo unspecified),89.5,102.6,122.2,101.2,96.3,x,105.9,x
C=C[C@]1(C)CC2=C(C[C@@H]1O)[C@@]1(C)C(CC2=O)C(C)(C)CC[C@H]1O (stereo partly specified),96.5,97.2,99.7,98.5,80.6,73.7,103.8,105.8
Cc1ccc(C(O)c2ccccc2Cl)c(C)c1 (stereo unspecified),109.9,98.8,105.7,91.8,89.2,86.2,96.5,x
COc1ccc2c(c1)c(-c1nc(N)nnc1-c1ccccn1)cn2C,103.3,95.3,96.2,81.7,95.1,104.0,93.6,84.4
CC(C)(N)CO[C@H]1C[C@H]2CC[C@@]1(C)C2(C)C,97.1,86.1,108.4,101.0,96.8,97.1,90.0,x
CCCCCOc1cccc(/C=C2\N=C3SCCCN3C2=O)c1,117.3,97.9,97.9,86.1,92.5,124.5,106.4,94.3
Nn1c(-c2ccccn2)nn2c(=O)c3cnn(-c4ccccc4)c3nc12,96.0,100.7,105.7,94.8,99.8,98.3,97.3,98.4
Cn1c(=O)c2nc(CC(=O)c3ccccc3)c(=O)[nH]c2n(C)c1=S,92.6,97.1,109.6,85.5,103.1,97.3,97.7,96.2
O=C(/C=C/c1ccc(O)c(O)c1)NCC(=O)NC(Cc1ccccc1)C(=O)O (stereo unspecified),94.3,102.0,x,119.2,103.9,99.3,92.6,x
C(=N\NC1=NCCN1)/c1cccs1,99.7,108.0,136.7,101.3,96.9,105.8,111.3,92.0
Cc1ccc(S(=O)(=O)O)c2ccccc12,132.6,111.0,109.0,112.9,x,x,111.0,103.5
CCOC(=O)c1c(C)nc2c(c1N)C(=O)C(=O)N2CCc1ccc(OC)c(OC)c1,79.1,44.9,75.5,64.8,66.0,46.8,70.6,57.6
O=C(CC(=O)C(F)(F)C(F)(F)C(F)(F)F)c1csc2ccccc12,92.6,89.3,99.7,80.3,67.6,90.7,99.1,74.6
O=C(Nc1ccnc(F)c1)[C@H](O)[C@@H](O)C(=O)N1CCOCC1,97.8,94.1,x,97.2,94.0,89.7,98.8,91.7
CCOC(=O)C(CCc1ccncc1)c1ccccc1 (stereo unspecified),121.5,104.8,109.2,102.3,98.0,96.2,103.1,95.5
C/C=C1/CN2CC[C@H]1C(=O)c1[nH]c3ccccc3c1C2,112.2,100.1,114.0,96.8,106.5,118.7,97.4,100.1
O=C(N/N=C/c1cccc(O)c1)c1ccccc1Nc1cccc(C(F)(F)F)c1,76.3,82.5,110.5,80.7,29.1,64.9,58.8,69.9
CCc1ccc(CCC(=O)Nc2ncc(Cc3cc(Cl)ccc3Cl)s2)o1,43.5,25.2,45.5,18.7,22.5,69.9,6.6*,42.9
O=C(Cn1cc(CSc2nnc3oc4ccccc4n23)nn1)Nc1cccc(Cl)c1,72.8,58.3,55.6,49.6,62.9,71.0,87.8,57.6
OC(COc1ccc2c(c1)OCO2)CN1CCN(Cc2ccccc2)CC1 (stereo unspecified),98.8,x,108.2,108.0,101.6,104.4,102.2,x
COc1cc(/C=C/C(=O)NCCn2c(C)cc3ccccc32)cc(OC)c1OC,87.1,93.7,104.1,105.8,99.4,x,95.5,x
CCN1CCN(CCNc2nccc(-c3c(-c4cccc(O)c4)nc4sccn34)n2)S1(=O)=O,-23.5*,32.4&51.0,27.5&11.2,0.2*,70.1&86.0,-8.0*,8.2*,111.3&110.3
COc1ccc2c(c1)=C/C(=C/c1sc(Nc3ccc(S(N)(=O)=O)cc3)nc1O)C(=O)N=2,93.4,100.3,98.4,97.6,94.6,93.5,94.2,93.3
COc1cc2c(cc1OC(C)=O)CCCCC2=O,100.8,112.4,101.2,97.4,107.2,100.7,102.8,108.2
